Source: PubChem BioAssay (National Center for Advancing Translational Sciences (NCATS))
LmPK inhibitor = blocks Leishmania mexicana pyruvate kinase activity | purified LmPK, Kinase-Glo ATP luminescence, 1 h | Potency, µM (top dose mostly 57.5 µM), for inactives: at the top dose activity change, negative = inhibition, actives largely listed as inhibitors | hit rate 0.37% among 290,000 | AID 1721; also: potency is read from the fitted curve at half-maximal effect
Target sequence (Q27686 whole entry, looked up): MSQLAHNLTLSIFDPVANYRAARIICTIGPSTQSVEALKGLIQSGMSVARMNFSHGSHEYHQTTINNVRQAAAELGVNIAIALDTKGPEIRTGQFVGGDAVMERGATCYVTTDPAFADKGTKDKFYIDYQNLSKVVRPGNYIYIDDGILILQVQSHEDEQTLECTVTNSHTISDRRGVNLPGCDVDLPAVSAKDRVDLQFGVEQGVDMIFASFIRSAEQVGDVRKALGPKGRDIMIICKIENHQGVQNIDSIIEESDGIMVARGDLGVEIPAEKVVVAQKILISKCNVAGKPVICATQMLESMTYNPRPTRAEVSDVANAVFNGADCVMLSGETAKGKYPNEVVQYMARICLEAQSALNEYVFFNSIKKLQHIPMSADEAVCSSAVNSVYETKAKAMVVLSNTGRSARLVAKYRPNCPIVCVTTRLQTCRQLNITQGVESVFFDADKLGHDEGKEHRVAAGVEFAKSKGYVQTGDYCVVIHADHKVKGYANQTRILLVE
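Purified LmPK (0.1 nM) with 0.5 mM PEP and 0.1 mM ADP in imidazole buffer pH 7.2 with MgCl2/KCl, 1 h at room temperature. ATP formed was read by luciferase luminescence and normalized to no-enzyme and uninhibited controls.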
AmpC no deterg = inhibitors of E. coli AmpC beta-lactamase without detergent | hit rate 0.52% among 330,000 | AmpC nitrocefin hydrolysis, absorbance 480 nm, 0.0001% Triton | Potency, µM (titrated, usually from 57.1 µM), without a hit: top-dose activity change, negative = inhibition, usual class: inhibitors;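 also: potency is read from the fitted curve at half-maximal effect; plate controls were no compound for no effect and no enzyme for full effect; nearly all actives have a fitted effect of over 20% in size; some results filed as inactive show a strong effect at the top dose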
Target sequence (P00811 whole entry, looked up): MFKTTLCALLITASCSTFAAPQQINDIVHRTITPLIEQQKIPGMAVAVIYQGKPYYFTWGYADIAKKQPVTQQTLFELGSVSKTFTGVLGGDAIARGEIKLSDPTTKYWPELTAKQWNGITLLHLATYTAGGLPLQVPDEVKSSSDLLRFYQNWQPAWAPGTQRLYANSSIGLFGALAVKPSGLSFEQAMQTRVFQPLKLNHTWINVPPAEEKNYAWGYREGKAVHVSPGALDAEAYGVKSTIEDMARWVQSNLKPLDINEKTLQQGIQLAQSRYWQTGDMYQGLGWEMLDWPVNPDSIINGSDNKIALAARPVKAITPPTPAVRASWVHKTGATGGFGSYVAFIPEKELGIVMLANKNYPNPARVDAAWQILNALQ
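20 mM phosphate pH 7.0 + 0.01% (detergent screen) or 0.0001% Triton X-100; 5.3 nM AmpC reagent; cpd preinc 15 min RT; nitrocefin (800 uM stock) to start; A480 q20 s × 4 min; Activity was normalised to no-enzyme and no-compound control wells.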
Tb PYK inh = T. brucei pyruvate kinase inhibition; TbPYK enzyme, Kinase-Glo Plus ATP luminescence, 45 min; Potency, µM (titrated, usually from 76.8 µM), without a hit: at the top dose activity, negative = inhibition, hits mostly inhibitors; hit rate 0.12% among 410,000; AID 624173; also: potency is read from the fitted curve at half-maximal effect; nearly all actives have a fitted effect of over 50% in size
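Quantitative HTS: titrated library compounds versus trypanosomal pyruvate kinase in TEA buffer (pH 7.2) containing KCl, MgCl2, BSA and Tween-20. Reactions were initiated with ADP, 130 uM final. Kinase-Glo Plus luminescence was read after 45 min at RT.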
HCMV inh = blocks human cytomegalovirus replication | HFF cells, HCMV-luciferase reporter, 72 h; active compounds read low | activity change, negative = inhibition, % at 57.5 µM | hit rate 4.5% among 410,000; in the data active = activity change below about -60%; inconclusive = no clear call, values can overlap the other calls; inactive = above about -39%
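After 16 h attachment at 37C, HFF cells received test compound and HCMV-luciferase (1 PFU/cell); reporter luminescence read 72 h later, data normalized against buffer-only and known inhibitor Salinomycin.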
AMA1-RON2 inh = inhibitors of Plasmodium falciparum AMA1-RON2 interaction | AlphaScreen AMA1-biotinylated RON2 peptide binding | Potency, µM (top dose mostly 58.2 µM), for the others: top-dose activity change, negative = inhibition, hits mostly inhibitors | hit rate 0.2% among 360,000;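 also: potency is read from the fitted curve at half-maximal effect; 0% = vehicle wells and -100% = peptide control; nearly all actives have a fitted effect of over 45% in size; some results filed as inactive show a strong effect at the top dose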
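AMA1 (3D7) with his tag at 25 nM final met compounds first, then biotinylated RON2 peptide at 25 nM; detection used donor plus acceptor beads, 10 µg/mL apiece, read by AlphaScreen after 30 min at room temperature.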
HCV inh = blocks hepatitis C virus. hit rate 3.4% among 340,000. Huh7.5.1 HCVcc-Cre infection, luciferase reporter, 44 h. AID 651820. Potency, µM (doses to about 41.8 µM), without a hit: at the top dose activity change, negative = inhibition, actives largely listed as inhibitors; also: potency is read from the fitted curve at half-maximal effect
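After 44 h co-culture of compound, cells and HCVcc-Cre (~0.5 moi), substrate is added for 15 min at room temperature and luciferase measured over 15 sec. Cells were seeded at 1,000/well and pre-cultured 4 h.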
AmpC inh detg = inhibitors of E. coli AmpC beta-lactamase with detergent. AmpC hydrolysis of nitrocefin, absorbance 480 nm, 0.01% Triton. Potency, µM (top dose mostly 114 µM), for the others: at the highest dose activity change, negative = inhibition, hits mostly inhibitors. hit rate 0.041% among 370,000. AID 485294;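 also: potency is read from the fitted curve at half-maximal effect; 0% = no-compound wells and -100% = no-enzyme wells; nearly all actives have a fitted effect of over 25% in size; some results filed as inactive show a strong effect at the top dose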
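20 mM phosphate pH 7.0 + 0.01% (detergent screen) or 0.0001% Triton X-100; 5.3 nM AmpC reagent; cpd preinc 15 min RT; nitrocefin (800 uM stock) to start; A480 q20 s × 4 min; Activity was normalised to no-enzyme and no-compound control wells.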
Active calls of the source: *; ? = inconclusive; · = no result given; & = joins results of further samples; [ ] = another dose, or the depositor's remark. Unless noted, calls follow the shape of the dose curve; as a rule, active = well fitted curve in the direction sought with a large enough effect; inconclusive = small, poorly fitted or top-dose-only effect, or another doubt; inactive = no such curve, though single readings can be large; an effect the other way counts as inactive or inconclusive. Unless noted, % is scaled to controls: 0 for no effect and ±100 for the full control effect. The order is random; about 7.5% have a hit in one of these screens.

Molecule,LmPK inhibitor,Tb PYK inh,AMA1-RON2 inh,AmpC no deterg,AmpC inh detg,HCMV inh,HCV inh
COc1ccc(CCNC(=O)C2CCCN(S(=O)(=O)N3CCCCCC3)C2)cc1OC (configuration not stated),3.1%,11.4%,32.0%[activator],94.7%[activator],-3.1%,0.0,0.6%
O=C1/C(=C\c2ccc(Br)o2)Cc2ccccc21,2.2%,-9.4%,?,-50.2%,?,?,-11.6%
CC1=NOC(=O)/C1=C/c1ccc(O)c(Cl)c1,-0.2%,-13.7%,-8.6%,-15.1%,-0.3%,?,16.3%
CCOC(=O)c1cc(-c2ccccc2)n(CCC(=O)N2CCN(c3ccc(OC)cc3)CC2)c1C,2.1%,-7.5%,?,260.0%[activator],-5.2%,-20.3,?
Cc1nc2ccc(S(=O)(=O)N(C)CC(=O)NCc3ccc(N(C)C)cc3)cc2s1,4.1%,-18.9%,-10.1%,54.5%,5.5%,?,6.4%
O=C(COc1ccccc1-c1nc(-c2ccccc2)no1)Nc1cccc([N+](=O)[O-])c1,·,-6.0%,·,·,-1.2%,12.1,·
CCCCN(C)C(=O)C1CCN(Cc2ccccn2)CC1,2.6%,0.4%,37.3%[activator],-3.2%,?,-35.4,7.6%
Cc1ccccc1Nc1nc(N)nc(COC(=O)CCS(=O)(=O)c2ccc(Cl)cc2)n1,·,1.7%,5.0%,16.7%,-17.4%,10.5,21.8%
CCc1nc2c(OCc3ccc(C(F)(F)F)cc3)cccn2c1N(C)C(=O)c1ccc(C)cc1,·,-0.8%,-4.0%,·,·,14.1,·
CCCOc1ccc(OCCCCNC(C)CC)cc1 (configuration not stated),-9.6%,-7.4%,-5.7%,0.0%,1.4%,10.2,?
COc1ccc(C)cc1NC(=O)C1CCN(S(=O)(=O)c2ccc3c(c2)C(C)(C)C(=O)N3C)CC1,-0.8%,0.4%,-8.1%,75.1%[activator],-2.5%,9.3,-17.2%
COc1ccc(/C=C/C(=O)c2ccc(OC)cc2OC)cc1,5.0%,-8.6%&3.7%,-16.1%,-1.6%,-0.5%,-30.2,?
CC(c1n[nH]c(=S)n1-c1ccccc1)N1CCCCC1 (configuration not stated),0.3%,?,9.8%,-14.0%[11.4 µM],-10.6%,?,15.9%
O=C(CN1CCN(Cc2ccccc2)CC1)NCC1COc2ccccc2O1 (configuration not stated),4.0%,-7.8%,?,70.1%[activator],?,-5.2,6.7%
Clc1ccccc1C1=CC(c2ccco2)n2nnnc2N1 (configuration not stated),-0.8%,-4.6%,-9.6%,-24.7%,-1.1%,-24.5,-2.4%

Complete entries, quoted from the list. Order of values: LmPK inhibitor	Tb PYK inh	AMA1-RON2 inh	AmpC no deterg	AmpC inh detg	HCMV inh	HCV inh
`COc1ccc(/C=C/C(=O)c2ccc(OC)cc2OC)cc1` reads 5.0%	-8.6%&3.7%	-16.1%	-1.6%	-0.5%	-30.2	?
`CC(c1n[nH]c(=S)n1-c1ccccc1)N1CCCCC1` (configuration not stated) reads 0.3%	?	9.8%	-14.0%[11.4 µM]	-10.6%	?	15.9%
`O=C(COc1ccccc1-c1nc(-c2ccccc2)no1)Nc1cccc([N+](=O)[O-])c1` reads ·	-6.0%	·	·	-1.2%	12.1	·
`COc1ccc(CCNC(=O)C2CCCN(S(=O)(=O)N3CCCCCC3)C2)cc1OC` (configuration not stated) reads 3.1%	11.4%	32.0%[activator]	94.7%[activator]	-3.1%	0.0	0.6%

The list goes on.
Molecule,LmPK inhibitor,Tb PYK inh,AMA1-RON2 inh,AmpC no deterg,AmpC inh detg,HCMV inh,HCV inh
CC1Sc2ccc(S(=O)(=O)CCC(=O)N3CCc4ccccc43)cc2NC1=O (configuration not stated),-6.9%,2.9%,-13.3%,-18.1%,-12.3%,0.0,3.0%
CCOC(=O)c1cccc(NC(=O)CCn2c(=O)oc3ccccc32)c1,7.0%,1.5%&-2.0%,-3.1%,-18.6%,15.2%,?,-26.6%
CCOC(=O)c1cnc2c(Cl)cc(Cl)cc2c1NCCCN1CCOCC1,33.8%,4.3%,7.0%,-2.8%,?,-18.6,-4.5%
Cn1c(=O)[nH]c(=O)c2c1nc(OC(=O)c1ccccc1)n2CC(O)COc1ccccc1 (configuration not stated),4.4%,-0.6%,18.8%,-17.1%,-3.3%,-9.6,20.4%
COc1cccc(NC(=O)NC2(C(F)(F)F)Oc3ccccc3O2)c1,1.3%,-4.2%,57.9%[activator],-35.8%,-1.4%,29.9,?
Cc1ccc(N2CC(NC(=O)c3ccc(Br)o3)CC2=O)cc1C (configuration not stated),·,-1.2%,·,·,4.1%,31.6,·
Cc1cccc(C)c1N1CCN(c2n[nH]c(N)n2)CC1,-2.0%,5.1%,-0.1%,-4.9%,1.1%,?,1.4%
CCN(CC)C(=O)c1ccc2nc([C@@H]3O[C@H](CO)[C@H](O)[C@H](O)[C@H]3O)[nH]c2c1,·,-6.6%,6.2%,·,·,-21.7,·
CC(C)(C)c1ccc(C(=O)NCC(=O)OCc2cc(=O)n3nc(C4CC4)sc3n2)cc1,·,0.4%,·,·,2.4%,2.4,·
Nc1c2c(nn1-c1ccc(F)cc1)CSC2,-0.3%,-8.1%,6.8%,-28.7%,-0.1%,-5.9,-28.3%
COC(=O)CN(C#N)c1nc(NC(C)C)nc(NC(C)C)n1,3.8%,-1.4%,-0.3%,-0.5%,-1.7%,-20.2,0.2%
O=S(=O)(Nc1ccccn1)c1ccc(Cl)cc1,2.3%,-13.8%,-6.4%,-1.8%,-6.3%,16.9,-24.9%
Cc1cccc(C(=O)N2CCc3cc(CNC(=O)CSc4ccccc4)ccc32)c1,·,-1.5%,·,·,2.5%,-2.1,·
CCn1cc(C(=O)NCC2CCCO2)c(=O)c2cc(S(=O)(=O)N3CCCCCC3)ccc21 (configuration not stated),5.4%,0.9%,-5.5%,179.9%[activator],0.1%,-15.8,-2.2%
O=C(Cn1ccc(NC(=O)OCc2ccccc2)nc1=O)NCC1CCCO1 (configuration not stated),·,2.7%,-15.5%,-8.9%,4.2%,15.7,-4.1%

Molecules listed so far containing two or more sulfur atoms:
Molecule,LmPK inhibitor,Tb PYK inh,AMA1-RON2 inh,AmpC no deterg,AmpC inh detg,HCMV inh,HCV inh
Cc1nc2ccc(S(=O)(=O)N(C)CC(=O)NCc3ccc(N(C)C)cc3)cc2s1,4.1%,-18.9%,-10.1%,54.5%,5.5%,?,6.4%
CC1Sc2ccc(S(=O)(=O)CCC(=O)N3CCc4ccccc43)cc2NC1=O (configuration not stated),-6.9%,2.9%,-13.3%,-18.1%,-12.3%,0.0,3.0%

The list continues:
Molecule,LmPK inhibitor,Tb PYK inh,AMA1-RON2 inh,AmpC no deterg,AmpC inh detg,HCMV inh,HCV inh
Cn1c2ccccc2n2c(=O)c(Cl)c(-c3ccccc3)c(C#N)c12,2.1%,-0.7%,21.9%,-28.4%,-3.6%,-15.2,?
COCC1=C(C(=O)OC(C)OC(=O)OC(C)C)N2C(=O)[C@@H](NC(=O)/C(=N\OC)c3csc(N)n3)[C@H]2SC1 (some centres not stated),·,-16.1%,53.7%[activator],·,·,-12.0,?
O=C(Nc1ccccc1)c1cc(C2CCCCN2S(=O)(=O)c2cccs2)on1 (configuration not stated),·,-1.5%,17.8%,·,·,15.7,·
CCCN1CCN(C(=O)c2oc3ccccc3c2NC(=O)COc2ccc(OC)cc2)CC1,5.1%,-1.2%,-9.5%,7.3%,-1.1%,-1.6,?
O=C(O)C1CCCN(S(=O)(=O)c2ccccc2[N+](=O)[O-])C1 (configuration not stated),-2.2%,5.5%,-7.5%,-11.5%,?,-0.3,3.5%
CCN1Cc2cccc(C(=O)Nc3ccc(F)cc3)c2C1=O,·,-10.2%,·,·,0.8%,-24.7,·
COc1ccc(C(=O)Nc2ccc3c(c2)Cc2ccccc2-3)cc1,5.8%,0.0%,8.2%,-16.7%,1.9%,-7.4,8.9%
CCn1c(=O)c(=O)n(CC)c2cc(N3CCCCC3)c(NC(=O)c3cccc(OC)c3)cc21,·,-6.2%,·,·,16.5%,-2.3,·
COc1cc(NC(=O)C2C3C=CC(C3)C2C(=O)O)c(OC)cc1Cl (configuration not stated),-1.8%,0.7%,-11.3%,-12.9%,-5.0%,45.4,6.9%
CCc1ccccc1NC(=O)CN(C)S(=O)(=O)c1cccc2nsnc12,·,-1.7%,·,·,0.7%,-17.0,·
O=S(=O)(NCCc1csc2nc(-c3ccccc3)nn12)c1cccs1,·,6.6%,·,·,-1.8%,-36.6,·
COc1ccc(-c2nc3cc(NC(=O)c4cc5ccccc5o4)ccc3o2)cc1,·,0.0%,·,·,9.9%,4.6,·
COc1ccc(CC(=O)N/N=C(\C)CC(=O)Nc2ccc(N(C)C)cc2)cc1OC,1.2%,1.5%,18.9%,29.8%,-4.1%,-22.1,-1.9%
COc1ccc(OC)c(NCCN2C(=O)c3ccccc3C2=O)c1,·,?,-28.3%,·,·,-11.0,·
Cc1oc(-c2ccc3c(c2)OCCO3)cc1C(=O)NC(CCC(=O)O)C(=O)O (configuration not stated),1.3%,-6.7%,0.8%,-2.1%,-2.4%,52.5,-7.4%
Cc1ccc2nc(N(CCN(C)C)C(=O)c3ccc4c(c3)OCCO4)sc2c1,-2.5%,-6.1%,-3.8%,63.2%[activator],7.1%,14.4,-27.9%
Cc1ccc(S(=O)(=O)N2CC=C(C(=O)NC3CCCC3)CC2)cc1,-1.4%,-9.3%,-7.4%,-14.0%,?,-8.1,17.3%
O=C(COC(=O)c1ccc(S(=O)(=O)N2CCOCC2)cc1)NC1CCCC1,5.8%,-0.9%,-3.6%,1.8%,-18.2%,-17.8,11.9%
COc1cccc(C(=O)Nc2cccc(C(=O)NC3=NN(c4c(Cl)cc(Cl)cc4Cl)C(=O)C3)c2)c1,-4.3%,-2.6%,74.0%[activator],17.8µM*,-12.9%,-1.0,6.5%
CCCc1ccc(Oc2cn[nH]c2-c2ccc(O)c(C)c2O)cc1,-0.4%,-4.4%,21.9%,-45.0%,?,-61.3*,12.6µM*
COc1ccccc1NC(=O)COc1ccc(C(=O)NCC2CCCO2)cc1OC (configuration not stated),·,0.0%,-1.3%,-8.7%,·,0.0,0.1%
COc1ccc(S(=O)(=O)NCC2CCCN(C(=O)c3cccs3)C2)cc1 (configuration not stated),7.9%,-7.6%,20.0%,-4.9%,0.6%,-22.9,21.5%
